PLAP inhibitors HTS – PLAP enzyme inhibitors, biochemical, luminescence, HTS (AID 690). purified PLAP, luminescent substrate; higher % means a stronger effect. inhibition, % at 20 µM; hits with a dose series show IC50 in µM. 96,000 compounds, 0.08% hits; in the data active = a potency from the dose series; inactive = the rest, 99 in 100 with inhibition below about 30%; note: strong numbers were not always called active
MRP resist rev – reverses drug resistance mediated by MRP; H69AR cells + 2 uM doxorubicin, CellTiter-Glo, 72 h; differential viability (reversal), % at 10 µM; 85,000 compounds, 0.04% hits; AID 602;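 active = viability drop by adding the cancer drug above about 55%, with treated viability meeting a 40% cutoff, limit read from the data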;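 note: viability without doxorubicin minus viability with 2 µM doxorubicin for each compound; larger differential means the compound sensitizes cells more to doxorubicin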
IL1B NFkB pot – enhances IL-1B driven NFkB nuclear translocation; HUVEC IL-1B NFkB p65 nuclear translocation imaging; activation, % at 2 µM; 94,000 compounds, 0.3% hits; AID 819;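 active = activation above 40%, about the mean plus 3 SD, also judged a hit on visual image review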;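 note: percent activation is computed from the nuclear over cytoplasmic p65 intensity ratio; values of inactives mirror those of a sister screen read the other way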
Bcl-B TR3 displacers – displacers of TR3 peptide from Bcl-B, primary screen, selectivity assay for Bfl-1 inhibitor project, biochemical, fluorescence polarization | FP displacement of FITC-TR3 peptide from Bcl-B; higher % means a stronger effect | displacement, % at 20 µM, or IC50 in µM where a hit was titrated | 96,000 compounds, 0.11% hits | AID 748;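 active = displacement above 50% at 20 µM plus a fluorescence interference ratio under 1.5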;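 note: plate controls were wells without compound for no effect and wells lacking Bcl-B protein for full effect; a part of the inactive calls stands beside numbers as strong as those of hits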
NFkB transloc inh – blocks IL-1B driven NFkB nuclear translocation in HUVEC cells | HUVEC IL-1B NFkB p65 nuclear translocation imaging | inhibition, % at 2 µM | 94,000 compounds, 0.43% hits;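 active = inhibition above about 30% together with a positive call from visual inspection of the well image, limit read from the data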;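 note: nuclear over cytoplasmic p65 intensity ratio measured by imaging; 0% = IL-1B stimulated DMSO wells and 100% = unstimulated DMSO wells; values of inactives mirror those of a sister screen read the other way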
MRP resist rev cytotoxicity – also measured in MRP resist rev; calls as there; viability, %; H69AR cells, CellTiter-Glo, 72 h; measured here: cytotoxicity without doxorubicin
MRP resist rev with doxorubicin – recorded beside MRP resist rev, whose call it bears; viability, %; measured here: viability with 2 uM doxorubicin; active compounds read low
NFkB transloc inh cell count 2 µM – also measured in NFkB transloc inh; calls as there; cell count; measured here: cells passing quality filter;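 raw number of nuclei counted in each imaged well without normalization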
IL1B NFkB pot cell count 2 µM – recorded beside IL1B NFkB pot, whose call it bears; cell count; measured here: cells passing quality filter
* marks the source's active call; other numbers are inactive results; . = no result given. This is a subset, so the mix of outcomes need not match the whole.

SMILES | PLAP inhibitors HTS | MRP resist rev | MRP resist rev cytotoxicity | MRP resist rev with doxorubicin | IL1B NFkB pot | IL1B NFkB pot cell count 2 µM | Bcl-B TR3 displacers | NFkB transloc inh | NFkB transloc inh cell count 2 µM
O=C(c1ccc(Cn2c(=O)[nH]c3ccccc3c2=O)cc1)N1CCN(c2ccc(F)cc2)CC1 | -12% | 5 | 90 | 85 | -8 | 78 | -8% | 8 | 78
O=C(O)C(CC(=O)N1CCOCC1)NCc1ccccc1 (stereo unspecified) | . | -5 | 93 | 98 | 10 | 118 | . | -10 | 118
CCN(Cc1ccccc1)Cc1cccc([N+](=O)[O-])c1 | 12% | . | . | . | -7 | 58 | -2% | 7 | 58
CC1CCCCC1NC(=O)Cn1c(CN2CCCCC2)nc2ccccc2c1=O (stereo unspecified) | -30% | 4 | 99 | 95 | 6 | 96 | -3% | -6 | 96
CCc1c(C)sc(NC(=O)c2ccco2)c1C(=O)N1CCOCC1 | -14% | -1 | 89 | 90 | 8 | 142 | -4% | -8 | 142
CCn1nnnc1NCc1cccn1C | 19% | -2 | 94 | 95 | . | . | 1% | . | .
CCN1CCN(C(c2ccc(OC)c(OC)c2)c2nnnn2C(C)(C)C)CC1 (stereo unspecified) | -41% | -7 | 98 | 105 | . | . | 8% | . | .
COC(=O)Nc1nc2c(C)cccc2s1 | 12% | 16 | 62 | 46 | -10 | 139 | -5% | 10 | 139
COc1ccc(OC)c(NC(=O)CSc2nc3c(c(=O)n(C)c(=O)n3C)n2C)c1 | 1% | -8 | 85 | 93 | 10 | 89 | -2% | -10 | 89
Cc1ccc(-c2n[nH]c(=S)n2-c2ccccc2)cc1 | . | -5 | 94 | 99 | 13 | 121 | . | -13 | 121
Cc1nn(-c2ccccc2)c2sc(C(=O)N3CCOCC3)cc12 | . | 8 | 106 | 99 | -11 | 141 | . | 11 | 141
Cc1ccc(C)c(OCC(=O)Nc2ccc3c(c2)OCO3)c1C | 10% | -15 | 21 | 36 | -6 | 99 | -2% | 6 | 99
CC(C)(CO)NCc1cc(Br)ccc1OCc1ccccc1 | 16% | . | . | . | 16 | 182 | 0% | -16 | 182
Fc1cccc(Nc2cc(-n3cccn3)ncn2)c1 | . | -22 | 52 | 73 | -7 | 81 | . | 7 | 81
O=C(Nc1ccccc1)O/N=C/c1ccncc1 | 12% | . | . | . | -3 | 140 | 7% | 3 | 140
O=C(NC(=S)Nc1nc(-c2ccccc2)cs1)c1cncc(Br)c1 | -2% | . | . | . | -16 | 115 | 0% | 16 | 115
CCOc1ccccc1OCC(=O)Nc1ccc(S(=O)(=O)N(C)C)cc1 | 7% | 6 | 99 | 93 | 5 | 180 | -5% | -5 | 180
COc1ccc2oc(C(=O)c3ccccc3)c(NC(=O)CN3CCN(C)CC3)c2c1 | -46% | -3 | 1 | 4 | 12 | 196 | -3% | -12 | 196
CCOc1cc(/C=N/O)cc(Cl)c1OC | -3% | -17 | 74 | 91 | 7 | 55 | -3% | -7 | 55
CCOc1ccc(OCC)c(S(=O)(=O)N2CCC(C)CC2)c1 | -12% | 4 | 84 | 80 | 24 | 178 | -9% | -24 | 178
O=C(O)Cn1c(C(F)(F)F)nc2ccccc21 | 12% | 9 | 102 | 92 | 5 | 85 | -10% | -5 | 85
Cc1cc(=O)n2ccccc2c1C#N | -8% | -5 | 88 | 94 | 7 | 167 | 14% | -7 | 167
CCOc1ccc2ccccc2c1C(=O)Nc1cc(=O)n(C)c(=O)n1C | . | 8 | 97 | 90 | 20 | 192 | . | -20 | 192
O=C(c1ccco1)N1CCN(c2ncnc3c2nnn3Cc2ccccc2Cl)CC1 | . | 10 | 92 | 82 | -4 | 82 | . | 4 | 82
CC(C)c1ccc(NC(=O)C2CCCN(S(=O)(=O)c3cnc[nH]3)C2)cc1 (stereo unspecified) | -37% | 8 | 89 | 82 | 2 | 145 | 14% | -2 | 145

Structures listed so far that contain an aryl methoxy group, in the order listed:
SMILES | PLAP inhibitors HTS | MRP resist rev | MRP resist rev cytotoxicity | MRP resist rev with doxorubicin | IL1B NFkB pot | IL1B NFkB pot cell count 2 µM | Bcl-B TR3 displacers | NFkB transloc inh | NFkB transloc inh cell count 2 µM
CCN1CCN(C(c2ccc(OC)c(OC)c2)c2nnnn2C(C)(C)C)CC1 (stereo unspecified) | -41% | -7 | 98 | 105 | . | . | 8% | . | .
COc1ccc(OC)c(NC(=O)CSc2nc3c(c(=O)n(C)c(=O)n3C)n2C)c1 | 1% | -8 | 85 | 93 | 10 | 89 | -2% | -10 | 89
COc1ccc2oc(C(=O)c3ccccc3)c(NC(=O)CN3CCN(C)CC3)c2c1 | -46% | -3 | 1 | 4 | 12 | 196 | -3% | -12 | 196
CCOc1cc(/C=N/O)cc(Cl)c1OC | -3% | -17 | 74 | 91 | 7 | 55 | -3% | -7 | 55

Returning to the listing, repeating the 2 entries before the break.
SMILES | PLAP inhibitors HTS | MRP resist rev | MRP resist rev cytotoxicity | MRP resist rev with doxorubicin | IL1B NFkB pot | IL1B NFkB pot cell count 2 µM | Bcl-B TR3 displacers | NFkB transloc inh | NFkB transloc inh cell count 2 µM
O=C(c1ccco1)N1CCN(c2ncnc3c2nnn3Cc2ccccc2Cl)CC1 | . | 10 | 92 | 82 | -4 | 82 | . | 4 | 82
CC(C)c1ccc(NC(=O)C2CCCN(S(=O)(=O)c3cnc[nH]3)C2)cc1 (stereo unspecified) | -37% | 8 | 89 | 82 | 2 | 145 | 14% | -2 | 145
CCC1(CC)Cc2ccccc2-c2nc(-c3ccccc3)oc(=O)c21 | 9% | 22 | 103 | 81 | -7 | 153 | -8% | 7 | 153
C=CCOC(=O)CSCC(NC(=O)OC(C)(C)C)C(=O)OCC (stereo unspecified) | -9% | . | . | . | -16 | 136 | 6% | 16 | 136
CC(=O)NC(CC(=O)Nc1ccc(S(=O)(=O)N2CCCC2)cc1)c1ccccc1 (stereo unspecified) | -28% | 2 | 95 | 93 | -9 | 159 | -3% | 9 | 159
COCCNCCCCOc1c(Cl)cc(C)cc1Br | -31% | . | . | . | -8 | 113 | -5% | 8 | 113
Clc1ccc(-c2nnc(SCc3cn4ccsc4n3)n2CC2CCCO2)cc1 (stereo unspecified) | 6% | -20 | 65 | 85 | 5 | 177 | 8% | -5 | 177
Cc1cc(S(=O)(=O)Nc2ccc(C(=O)N3CCN(C(=O)c4ccco4)CC3)cc2)ccc1F | -65% | . | . | . | 2 | 160 | -3% | -2 | 160
COc1ccccc1Oc1nc(-c2ccccc2)cc(C)c1S(C)(=O)=O | 11% | -5 | 68 | 73 | 3 | 167 | -16% | -3 | 167
Cc1cc2cc(CN(Cc3cccs3)C(c3nnnn3C(C)(C)C)C(C)C)c3nnnn3c2cc1C (stereo unspecified) | . | 15 | 96 | 80 | 1 | 96 | . | -1 | 96
O=S(=O)(Nc1ccc2c(c1)OCCO2)c1cccc2nsnc12 | 7% | -10 | 94 | 104 | 8 | 52 | -4% | -8 | 52
CC(=O)c1ccccc1Oc1nc(CN2CCOCC2)nc2scc(-c3cccs3)c12 | -70% | -4 | 30 | 34 | . | . | -12% | . | .
O=C(c1cc2ccccc2o1)N1CCN=C1SCc1cccc(F)c1 | 23% | 9 | 95 | 87 | 9 | 172 | -4% | -9 | 172
Fc1cccc2sc(N3CCCCC3)nc12 | 11% | 15 | 109 | 94 | -17 | 103 | -3% | 17 | 103
Cc1noc(NS(=O)(=O)c2ccc(NC(=O)c3ccc(Br)o3)cc2)c1C | -11% | -2 | 90 | 92 | -9 | 108 | -5% | 9 | 108
CCCCCCCCSc1nnc(CSc2nc3nc(C)cc(C)n3n2)o1 | -2% | . | . | . | -4 | 122 | 10% | 4 | 122
NC(=O)CSc1nc2c(sc3ccccc32)c(=O)n1CCCN1CCOCC1 | -23% | -8 | 80 | 88 | -13 | 125 | 6% | 13 | 125
COC(=O)c1c(C)[nH]c(C)c1-c1ccc(C)cc1 | 6% | 16 | 97 | 81 | 3 | 182 | 3% | -3 | 182
CCCCNC(=O)CC(C(=O)N1CCc2ccccc21)n1ccnc1 (stereo unspecified) | -13% | -6 | 109 | 115 | . | . | -1% | . | .
O=C(CSc1ncn(-c2ccccc2)n1)N1CCN(c2ccccc2)CC1 | 5% | -1 | 96 | 97 | 22 | 157 | -4% | -22 | 157
CC(C)CC(/C(O)=C(\C#N)c1nc2ccccc2[nH]1)N1C(=O)c2ccccc2C1=O (stereo unspecified) | -114% | 0 | 64 | 64 | 16 | 213 | -22% | -16 | 213
COCCNC(=O)CN1CCC(NC(=O)Nc2ccccc2)CC1 | 2% | 4 | 105 | 101 | -4 | 110 | 3% | 4 | 110
Cc1ccc(-c2cc3nc(-c4ccccc4)cc(N4CCC5(CC4)OCCO5)n3n2)cc1 | . | 2 | 71 | 69 | -1 | 108 | . | 1 | 108
CN(C)c1ccc(S(=O)(=O)c2ccc(Cl)cc2)cc1 | 14% | 3 | 104 | 101 | 28 | 127 | 2% | -28 | 127
COc1ccc(C(=O)Nc2oc(-c3ccccc3)c(-c3ccccc3)c2C#N)cc1OC | -40% | 1 | 86 | 85 | . | . | 1% | . | .
OCCNCc1cc(Br)ccc1OCc1ccc(Cl)cc1 | -11% | . | . | . | 5 | 146 | -10% | -5 | 146
Cc1c(CNC(=O)c2cnn3c2NC(c2ccc(Br)cc2)CC3C(F)(F)F)cnn1C (stereo unspecified) | -66% | 9 | 91 | 82 | -10 | 103 | 6% | 10 | 103

Taken from above:
Reading of CN(C)c1ccc(S(=O)(=O)c2ccc(Cl)cc2)cc1 under NFkB transloc inh cell count 2 µM: 127
Reading of O=S(=O)(Nc1ccc2c(c1)OCCO2)c1cccc2nsnc12 under IL1B NFkB pot cell count 2 µM: 52

Other results follow.
SMILES | PLAP inhibitors HTS | MRP resist rev | MRP resist rev cytotoxicity | MRP resist rev with doxorubicin | IL1B NFkB pot | IL1B NFkB pot cell count 2 µM | Bcl-B TR3 displacers | NFkB transloc inh | NFkB transloc inh cell count 2 µM
O=c1[nH]n(-c2cccc(Cl)c2)c2ncccc12 | 14% | . | . | . | 5 | 149 | 2% | -5 | 149
N#CC1=C(N)Oc2ccccc2C12C(=O)Nc1n[nH]c(-c3ccccc3)c12 (stereo unspecified) | -3% | 13 | 92 | 79 | -2 | 93 | -7% | 2 | 93
COC(=O)c1ccccc1NC(=O)CN(c1ccccc1)S(=O)(=O)N(C)C | . | . | . | . | 17 | 155 | . | -17 | 155
CC(O)CN(Cc1cccc(Cl)c1)CC(C)O (stereo unspecified) | -1% | -1 | 88 | 89 | 34 | 123 | -9% | -34 | 123
Cc1cc(N2CCOCC2)c2c(N)cc(C)c(C)c2n1 | 18% | 14 | 94 | 79 | 16 | 140 | -12% | -16 | 140
CCOC(=O)c1sc2nc(C)n(CC(=O)NCC3CCCO3)c(=O)c2c1C (stereo unspecified) | -11% | 0 | 86 | 86 | 17 | 81 | 15% | -17 | 81
O=C1CCCC2=C1C(c1ccncc1)c1c(nc(SCc3ccccc3Cl)[nH]c1=O)N2 (stereo unspecified) | -52% | 9 | 82 | 73 | 7 | 120 | -4% | -7 | 120
O=C(CCn1c(=O)c2ccccc2n(Cc2cccnc2)c1=O)NCc1ccc2c(c1)OCO2 | 27% | -7 | 82 | 89 | 8 | 163 | -5% | -8 | 163
Cc1ccc2c(c1)C(c1ccc(F)cc1)N(C(=O)C1CC1)CC(=O)N2 (stereo unspecified) | -25% | 20 | 91 | 71 | 10 | 115 | -2% | -10 | 115
COc1cc(C2C(C(=O)c3ccco3)=C(O)C(=O)N2Cc2cccnc2)cc(OC)c1OC (stereo unspecified) | 18% | . | . | . | 40 | 107 | 3% | -40 | 107
CC(=N)C1=C(O)CC(C)(C)CC1=O | 4% | -1 | 93 | 95 | . | . | 3% | . | .

Bioassay records (PubChem BioAssay)
